# NPY-Y2 antag: NPY-Y2 (human) receptor antagonism. inhibition, % at 2.7 µM. 0.99% of 140,000 active. NPY-Y2 expressing cells, antagonist mode. AID 793; in the data active means inhibition above about 17%;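 further: 0% = vehicle with agonist challenge and 100% = reference antagonist with challenge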
# Target sequence (P49146 whole entry, looked up): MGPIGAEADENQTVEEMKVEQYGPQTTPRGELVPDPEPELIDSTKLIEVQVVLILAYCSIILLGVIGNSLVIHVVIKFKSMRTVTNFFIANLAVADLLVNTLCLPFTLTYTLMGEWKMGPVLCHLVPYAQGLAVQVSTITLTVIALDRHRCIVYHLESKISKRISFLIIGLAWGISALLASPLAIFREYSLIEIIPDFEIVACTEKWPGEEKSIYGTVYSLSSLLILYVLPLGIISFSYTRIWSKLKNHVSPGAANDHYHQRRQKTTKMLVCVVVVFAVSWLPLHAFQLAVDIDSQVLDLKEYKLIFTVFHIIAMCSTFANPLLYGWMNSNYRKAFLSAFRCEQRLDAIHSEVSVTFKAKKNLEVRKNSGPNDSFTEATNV
# Yeast lifespan up: yeast lifespan extension | inhibition of the nicotinamide effect, % at 10 µM | 0.68% of 130,000 active | S. cerevisiae growth with nicotinamide, OD615; deaD strain in restrictive glucose medium;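 active means inhibition above a set limit, placed 3 SD over the median of all compounds, cut at about 26% in these data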;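 further: 0% = nicotinamide-treated wells and 100% = cells grown without nicotinamide; some compounds called inactive have numbers as strong as hits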
#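 Assay system: engineered S. cerevisiae DeaD replicative-lifespan strain, galactose-grown log-phase cells; medium: restrictive CSMM-D dextrose medium; also added: nicotinamide, 1.5 mM, co-present with compound; schedule: 48 h compound exposure at 30 °C, humidified; detection: absorbance at 615 nm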
# Phagocyt inh: inhibitors of macrophage phagocytosis. J774A.1 macrophage IgG-bead phagocytosis, imaging. inhibition, % at 5 µM. 0.07% of 110,000 active. AID 1029;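 active means inhibition above the mean of the plate negative controls plus 5 SD, cut at about 13% in these data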;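 further: phagocytic index as fraction of beads internalized from green versus red external bead signal; plate controls were DMSO negative control for no effect and cytochalasin-D positive control for full effect; some results beyond the cut were filed as inactive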
# E-sel TNF inh: TNF alpha driven E-selectin expression inhibition; AID 1246; 0.71% of 120,000 active; HUVEC TNFa-induced E-selectin immunofluorescence, high content; inhibition, % at 2 µM;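 active means inhibition above the batch mean plus 3 SD, and confirmed as a hit on visual image review, cut at about 43% in these data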;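 further: 0% = TNF-stimulated DMSO wells and 100% = unstimulated control wells; not every result past the cut was called active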
# MRP1 act: activators of MRP-1; AID 799; 0.61% of 140,000 active; viability increase, % at 10 µM; H69AR cells + doxorubicin, viability rescue, CellTiter-Glo;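 active means viability gain under doxorubicin at or above a set limit, the compound median plus 3 SD, cut at about 4.7% in these data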;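 further: MRP-1 overexpressing cells given doxorubicin 25 µM after compound pretreatment; 18-22 h compound pretreatment then 72 h with doxorubicin before readout; 0% = doxorubicin-only wells and 100% = vehicle-treated cells without doxorubicin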
# bCat KO growth: beta-catenin-lacking colon tumor cell growth suppression; HCT116 beta-catenin knockout viability, CellTiter-Glo, 60 h; active compounds read low; viability, % at 10 µM; 1.5% of 140,000 active;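 active means viability at or under a set limit, the compound median less 4 SD, cut at about 6% in these data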;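 further: 0% = Hyamine 1622 control at 20 µM and 100% = untreated cell control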
# GALR2 antag: GALR2 (human) receptor antagonism; GALR2-expressing cells, antagonist mode; inhibition, % at 4 µM; 0.39% of 140,000 active; AID 828; in the data active means inhibition above about 27%;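 further: cells stimulated with galanin 1-16 at roughly its EC80; 0% = agonist challenge control and 100% = basal control without agonist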
# Target sequence (O43603 whole entry, looked up): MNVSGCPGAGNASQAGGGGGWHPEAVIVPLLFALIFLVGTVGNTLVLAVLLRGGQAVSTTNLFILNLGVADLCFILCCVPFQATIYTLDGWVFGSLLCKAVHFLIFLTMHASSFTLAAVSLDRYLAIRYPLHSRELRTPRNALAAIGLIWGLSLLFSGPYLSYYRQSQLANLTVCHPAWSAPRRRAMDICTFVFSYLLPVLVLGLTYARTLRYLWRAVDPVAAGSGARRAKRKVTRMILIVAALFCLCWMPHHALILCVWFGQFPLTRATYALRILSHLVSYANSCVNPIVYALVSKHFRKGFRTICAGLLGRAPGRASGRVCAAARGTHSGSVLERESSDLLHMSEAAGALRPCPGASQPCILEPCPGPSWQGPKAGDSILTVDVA
# BB579 growth dn: chemicals that inhibit yeast BB579 growth in restrictive medium (lifespan-shortening candidates). 0.51% of 140,000 active. inhibition, % at 10 µM. S. cerevisiae BB579 growth, OD615, 48 h. AID 804;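 active means inhibition above a set limit, 3 SD over the mean compound inhibition, cut at about 44% in these data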; further: inactives centre near -24
#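 Detection: OD615 turbidity measurement; Material: Saccharomyces cerevisiae DeaD strain BB579, replicative lifespan model yeast; Timing: 48 h exposure, 30 °C; Doses: single 10 µM dose; Medium: CSMM-D restrictive synthetic medium containing dextrose (glucose); Controls: amphotericin B at 10 µg/mL as positive control.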
# Measles CPE: protection of cells from measles virus | AID 841 | 1.5% of 140,000 active | Measles virus-infected cells, CPE protection, absorbance | protection (pct of control), % at 4 µM; in the data active means protection mostly above about 24%, no sharp cut-off; inactive means mostly below about 26%; further: some compounds called inactive have numbers as strong as hits
# HCT116 PTEN-null: PTEN-deleted cell growth suppression | 1.2% of 140,000 active | AID 827 | HCT116 PTEN-null viability, CellTiter-Glo, 60 h; active compounds read low | viability, % at 10 µM;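 active means viability at or below a set limit, 4 SD under the median of all tested compounds, cut at about 3.7% in these data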;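 further: PTEN knockout HCT116 line with beta catenin targeted HCT116 as companion control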
# Active calls of the source: *; . = no result given.
SMILES,NPY-Y2 antag,Yeast lifespan up,Phagocyt inh,E-sel TNF inh,MRP1 act,bCat KO growth,GALR2 antag,BB579 growth dn,Measles CPE,HCT116 PTEN-null
CCOC(=O)C1=C(N)OC2=C(C(=O)CCC2)C1c1ccco1 (stereo unspecified),2,6,-1,.,-0.3,97,-9,-6,24,86
CC(OC(=O)c1ccc2c(=O)n3c(nc2c1)CCCCC3)C(=O)Nc1ccc(F)cc1Cl (stereo unspecified),2,6,3,-7,-1.9,82,18,-13,10,88
COc1ccc(/C=C/C=N/NC(=O)COc2ccc(OC)cc2)cc1,4,0,-1,-25,-1.4,100,5,-37,10,100
Cc1cc(C)n(CCC(=O)N/N=C/c2ccccc2O)n1,6,1,-5,2,5.6*,18,18,-18,13,19
O=Cc1c(N2CCN(c3cccc(Cl)c3)CC2)nc2ccccn2c1=O,3,-14,0,-5,-1.6,58,9,-37,4,62
CC(=O)CSc1nc2ccccc2o1,2,.,.,8,0.1,96,7,-9,21,101
COC(=O)c1c(NC(=O)Cn2nc(C(F)F)cc2C(F)F)sc(C)c1C,5,-16,.,-14,-0.4,80,3,-32,7,87
CSC(=NS(=O)(=O)c1ccc(C)cc1)SC,4,-8,-1,.,-1.1,93,-1,-15,5,101
CNC(=S)N/N=C/c1cn(CCOc2cccc(OC)c2)c2ccccc12,1,-4,.,-5,-3.7,62,-6,-37,7,57
Cc1cc(C(C)(C)C)cc(C)c1N,1,-1,-1,.,-0.5,100,-10,9,2,102
CC1CCc2cc(F)cc3c(O)c(C(=O)NCC4CCCO4)c(=O)n1c23 (stereo unspecified),4,-1,3,2,0.1,27,-16,-66,14,22
O=C(O)c1ncc(-c2ccccc2)cn1,3,-18,0,12,-2.7,104,-2,14,12,98
COc1ccc(N2CCN(C(=S)Nc3cc(C)cc(C)c3)CC2)cc1,4,-2,.,36,-0.9,90,-3,-41,7,100
COC(=O)C(NC(=O)c1ccc(F)cc1)(Nc1ncc(S(=O)(=O)c2ccc([N+](=O)[O-])cc2)s1)C(F)(F)F (stereo unspecified),0,-18,.,-4,-1.1,73,4,-28,31,54
Cn1c(SCC(=O)NC2CCCCCC2)nnc1-c1cccs1,3,-1,0,-31,-0.6,106,17,-43,3,110
Nc1nc(-c2ccccc2)nn1C(=O)Cc1ccccc1,2,-10,-2,-21,-0.5,92,6,-25,8,109
CC(=O)c1cc2cc(O)ccc2o1,2,-22,2,3,-3.7,96,-9,0,6,92
O=C(CCC1CCCCC1)Nc1cccnc1,2,10,0,4,1.1,115,-21,-56,3,111
O=S(=O)(NC1CCCCCC1)c1cccc2cccnc12,0,26,1,4,-1.4,94,7,-19,4,102
C/C(Cn1nnc([N+](=O)[O-])n1)=N\NC(=O)c1ccc(Cl)c(Cl)c1,4,-4,-4,-42,-4.1,72,5,-3,8,68

# Part of the list above, bar-delimited.
smiles | NPY-Y2 antag | Yeast lifespan up | Phagocyt inh | E-sel TNF inh | MRP1 act | bCat KO growth | GALR2 antag | BB579 growth dn | Measles CPE | HCT116 PTEN-null
CC(=O)CSc1nc2ccccc2o1 | 2 | . | . | 8 | 0.1 | 96 | 7 | -9 | 21 | 101
CC(=O)c1cc2cc(O)ccc2o1 | 2 | -22 | 2 | 3 | -3.7 | 96 | -9 | 0 | 6 | 92

# Next records follow.
SMILES,NPY-Y2 antag,Yeast lifespan up,Phagocyt inh,E-sel TNF inh,MRP1 act,bCat KO growth,GALR2 antag,BB579 growth dn,Measles CPE,HCT116 PTEN-null
O=C(Cc1c(C(=O)O)[nH]c2ccccc12)NCCN1CCN(c2cccc(Cl)c2)CC1,4,-10,-2,1,-2.6,84,5,-17,10,100
CCOc1ccc(S(=O)(=O)N(CC(=O)O)c2ccc(C)cc2)cc1,6,-10,.,21,0.7,108,5,-36,27,101
CC(C)c1ccc(-c2nnn(CCC(=O)O)n2)cc1,8,-16,.,1,-0.2,96,-3,-39,21,95
O=S(=O)(NC1c2cccc3cccc(c23)C1Sc1ncccn1)c1ccc(Cl)cc1 (stereo unspecified),1,16,-12,.,-3.4,63,4,-20,4,52
O=C(O)c1cccc(N2CCCC2)c1,2,-12,-3,-11,0.3,95,8,17,13,99
COc1ccc(-n2c(CNC(=O)c3ccc(S(=O)(=O)N4CCCC4)cc3)n[nH]c2=S)cc1,2,-5,.,.,1.5,88,-3,-6,8,102
CCCCC1(O)CC(C(F)(F)F)=NN1C(=O)COc1ccccc1 (stereo unspecified),2,.,.,-3,0.3,94,1,-36,8,91
Cc1ccc(-c2nn(-c3ccccc3)cc2C(=O)Nc2ccc(C)c(S(=O)(=O)N3CCOCC3)c2)cc1,-2,4,.,-21,-1.6,83,0,-31,9,79
Cc1c(C(=O)NC2CCCCC2)oc2c1C(=O)CC(C)(C)C2,5,2,0,-10,-0.2,99,3,-48,4,101
COc1cccc(C(=O)NCc2ccccc2OC)c1,1,-10,0,-53,-0.2,86,-3,6,17,74
CC1(C)OC(C(N)=O)C(C(N)=O)O1 (stereo unspecified),3,-11,-1,1,0.0,101,3,-40,12,101
C/C(=N\NC(=S)NC(C)C)c1cccc([N+](=O)[O-])c1,5,-3,-1,-1,-1.8,82,-11,-12,8,85
CCOc1ccc(C2CC(c3cccc(OC)c3)Nc3nc(N)nn32)cc1 (stereo unspecified),6,-2,0,.,-3.4,85,7,-35,6,94
O=c1cc(C(F)(F)F)c2sc(N3CCCCC3)nc2[nH]1,1,-17,0,-20,-1.4,78,-4,-46,23,94
O=C(Nc1c(C(=O)c2ccccc2)oc2ccccc12)c1cc(-c2ccccc2O)n[nH]1,0,3,-1,.,-4.8,1.9*,10,-20,32,1.8*
Cc1ccc(OCCCNCCO)c(Br)c1,4,-7,0,12,-0.8,29,8,-49,36,35
O=C(Cc1ccccc1)N1CCc2ccccc21,4,-9,-1,19,-0.1,70,-14,15,34,77
CC(C)=CC(=O)Nc1nnc(-c2ccccc2)s1,5,-19,1,29,1.3,102,0,-38,1,91
Cc1ccc(C(=O)Nc2ccon2)cc1S(=O)(=O)N1CCOCC1,2,-5,4,12,-0.5,96,-2,-7,4,98
COc1ccc(CN(C(=O)c2snc(C(N)=O)c2N)C(C(=O)NC(C)(C)C)c2ccco2)cc1 (stereo unspecified),0,-21,1,-1,-1.9,80,-3,-15,3,93
CC(C)Cn1nc(NC(=O)C(C)(C)C)c2cc3ccccc3nc21,-1,-14,-1,.,-1.4,96,3,-31,14,91
CC(C)(C)C(=O)NC(Nc1cccc2cccnc12)C(Cl)(Cl)Cl (stereo unspecified),3,-8,-1,-11,-5.0,49,-7,-31,2,52
C=CCn1c(-c2cccn(Cc3cccc(Cl)c3)c2=O)n[nH]c1=S,1,-2,-4,12,-3.8,92,-14,-23,3,88
O=C(Nc1cccnc1)Nc1ccc(Br)cc1Cl,3,-15,4,13,0.6,92,-2,-91,27,98
CC1C(c2ccccc2)=[N+]([O-])C2(CCCC2)N1O (stereo unspecified),3,-10,0,6,-0.4,94,10,-50,16,108
COC(=O)c1ccccc1NC(=O)Nc1nnc(N2CCCCC2C)s1 (stereo unspecified),-3,0,.,3,-0.2,74,-1,-14,7,87
CCOC(=O)c1cc(-c2ccccc2)n(CC(=O)N2CCCC2)c1C,5,0,-2,11,-2.7,93,-6,-5,34,98
COCc1cc(C)nc2sc3c(=O)n(-c4cccc5ccccc45)nnc3c12,1,-12,-5,.,-3.4,55,7,-37,4,57
Cc1ccc(S(=O)(=O)N(C)c2ccc(C(=O)NCC3CCCO3)cc2)cc1 (stereo unspecified),3,-2,-1,-87,-1.4,92,3,-20,20,92
CCOC(=O)C=C1CCN(c2ncc(C(F)(F)F)cc2Cl)CC1,3,-6,0,-42,1.9,85,-1,-18,6,100
COc1cc2nc(N(C)C)nc(N)c2cc1OC,2,-8,-3,-15,-2.7,16,-4,-5,7,13
CC(C)CN1CN(Cc2ccccc2)CNC1=S,1,-1,.,.,-1.0,97,2,-27,4,100
CN1C2C=C3C(C#N)=C(N)C(C#N)(C#N)C(c4ccc(Br)cc4)C3C1CC2 (stereo unspecified),2,.,.,0,-6.3,78,1,-28,27,87
COc1ccc(C(C(=O)NC2CCCC2)N(Cc2ccc(C)cc2)C(=O)c2ccn[nH]2)cc1OC (stereo unspecified),0,-17,.,0,-3.5,89,-3,6,3,100
O=C(O)CCCc1nc(-c2ccc(Cl)cc2)no1,3,-14,0,-20,0.2,95,-1,2,3,92
COc1ccc(C(=O)CC(c2ccccc2)S(=O)(=O)c2ccc(C)cc2)cc1 (stereo unspecified),1,5,-6,.,-1.4,47,-3,12,3,41
COc1ccc(-c2nc(CS(=O)CC(=O)NCc3cccnc3)c(C)o2)cc1 (stereo unspecified),-2,-1,0,.,-0.9,82,-9,-9,4,89
O=C1CC(c2ccc(Cl)c([N+](=O)[O-])c2)c2ccc3ccccc3c2N1 (stereo unspecified),3,-2,2,6,-2.4,76,7,-41,14,78
CCN(Cc1ccccc1)C(=O)Cn1cc2c(n1)CCCC2,1,-5,0,-16,-0.9,100,24,25,16,104
S=c1[nH]nc(CSc2nc3ccccc3s2)n1C1CCCCC1,1,-4,0,-17,-3.6,87,-24,11,43,81
Cc1ccc(SCCC(=O)NCc2ccco2)cc1,5,-4,-3,-7,-2.5,97,11,-14,15,99
CCCC(=O)NC(=S)Nc1cccc(Cl)c1N1CCCCC1,2,2,0,-36,-3.8,68,-21,-26,4,67
O=C(O)CSCCCC(=O)Nc1ccc(Br)cc1,0,-7,-1,44,-2.0,88,5,-7,15,95
CCn1cc(-c2cc(C(=O)O)c3ccccc3n2)c(C)n1,0,-2,-4,17,-0.6,94,-13,-55,7,100
Cc1ccc(C(=O)c2cc([N+](=O)[O-])ccc2N2CCCCC2)c(C)c1,22*,6,.,.,-3.5,17,15,-19,1,17
CCN(CC)CCCN1C(=O)c2oc3ccccc3c(=O)c2C1c1cc(OC)ccc1OC (stereo unspecified),-1,-15,-2,.,-0.2,98,11,-8,13,105
CCOC(=O)c1ccc(NC(=S)N(CCCN2CCCCCC2)Cc2ccco2)cc1,6,6,-5,.,-1.9,53,14,-43,49*,61
CN(C)c1ccc(C(CNS(=O)(=O)c2ccc3ccccc3c2)c2c[nH]c3ccccc23)cc1 (stereo unspecified),1,0,-12,.,-2.9,84,5,-41,22,84
CCc1cccc2c(C=C(C#N)C#N)cn(CC(=O)N3CCCC3)c12,1,-15,.,-6,-2.1,90,-3,-44,19,97
CCCSc1ncnc2c1oc1ccccc12,2,-16,-1,-1,-1.8,95,2,-18,8,93
O=C(NCCCN1CCCCCC1)c1ccc(N2CCCC2=O)cc1,1,-6,.,-7,-2.3,83,7,-36,7,95
CC(=O)c1cccc(NC(=O)C2CCCN(S(=O)(=O)c3cccc4cccnc34)C2)c1 (stereo unspecified),1,-11,0,2,-1.0,76,15,-8,10,67
CCOC(=O)CN(Cc1ccccc1)S(=O)(=O)c1ccc(NC(C)=O)cc1,-1,-5,-3,5,-4.4,86,6,-10,26,90
